CCT chaperon mod = High-Throughput Screening for Modulators of Cytosolic Chaperonin Activity. purified chaperonin ATPase assay, HTRF ADP detection, 30 min. activity change, % (no concentration beside the values), hits read low. 0.3% of 360,000 active. AID 651819, 2012; in the data active means activity change below about -30%; further: on the % scale 0 is the no-effect control and ±100 the full control effect
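ATPase activity: ADP formed was measured by HTRF Transcreener (665/615 nm ratio) after 30 min at 37 deg C with 10 uM ATP. Compounds screened at one 76 uM concentration against 40 or 20 nM TRiC in Tris pH 7.4/KCl/MgCl2/DTT buffer.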
HepG2 viability = qHTS for Inhibitors of TGF-b: Cytotox Counterscreen; HepG2 CAGA-GFP viability, ATP luminescence, 18 h; Potency, µM (titrated, usually from 46.1 µM), inactives show at the highest dose activity change, negative = cytotoxicity, hits mostly cytotoxic; 0.76% of 410,000 active; further: potency means the concentration at half of the fitted maximal effect; some results filed as inactive show a strong effect at the top dose
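CellTiter-Glo luminescence gave cytotoxicity after 18 hours at 37 degrees C. The cells were HepG2 CAGA-GFP in 1% FBS DMEM, stimulated with 500 pg/mL TGF-beta after compound addition. %Activity was normalised to no-cell wells (complete cell-killing) and DMSO (no toxicity), and curves were fitted and classified.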
TGFb SMAD3 inh = qHTS for Inhibitors of TGF-b. HepG2 CAGA-GFP TGF-b/SMAD3 reporter, GFP fluorescence, 18 h; TGF-beta stimulated, 500 pg/mL final. Potency, µM (titrated, usually from 46.1 µM), for inactives: top-dose activity, negative = inhibition, usual class: inhibitors. 1.2% of 410,000 active. AID 588855, 2011; further: potency means the concentration at half of the fitted maximal effect; on the % scale 0 is the no-effect control and ±100 the full control effect; nearly all actives have a fitted effect of over 65% in size
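HEPG2 CAGA-GFP, 1000 cells/well; 2 h settle, 37 C; cpd via pin tool; TGF-b 500 pg/mL final; 18 h, 37 C; GFP imaging ex488/em500-530; %Activity normalised to -TGF-b and +DMSO controls; CRC fit, curve class.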
MmCpn inh = Inhibitors of TCP-1 ring complex (TRiC) of Methanococcus maripaludis (MmCpn): qHTS. Potency, µM (top dose mostly 76.9 µM), for inactives: at the highest dose activity, negative = inhibition, actives largely listed as inhibitors. 0.031% of 330,000 active. purified Mm-Cpn ATPase, ADP Transcreener TR-FRET. Chaperonin Mm-Cpn (Methanococcus maripaludis); further: potency means the concentration at half of the fitted maximal effect; on the % scale 0 is the no-effect control and ±100 the full control effect; nearly all actives have a fitted effect of over 80% in size
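Measured: ADP formation by purified Mm-CPN. Conditions: 25 nM protein, 10 uM ATP, Tris pH 7.4 with Mg2+, K+ and DTT, 37°C for 30 min. Detection: Transcreener HTRF after 30 min at room temperature.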
Nrf2 block = Nrf2 qHTS screen for inhibitors. Potency, µM (doses to about 46 µM), inactives show at the top dose activity change, negative = inhibition, most hits filed as inhibitors. 2.1% of 360,000 active. A549 ARE-Fluc reporter, luciferase luminescence, 18-24 h. AID 504444, 2011; further: potency means the concentration at half of the fitted maximal effect; on the % scale 0 is the no-effect control and ±100 the full control effect; nearly all actives have a fitted effect of over 60% in size
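Quantitative HTS in A549 cells stably bearing an antioxidant response element-firefly luciferase construct. Inhibition of Nrf2-driven transcription was scored by luminescence after 18-24 h of compound exposure at 37 °C.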
Nrf2 activator = qHTS of Nrf2 Activators. Potency, µM (doses to about 46.1 µM), inactives show at the highest dose activation, hits mostly activators. 0.31% of 410,000 active. AREc32 ARE-luciferase reporter (MCF7-derived line), luminescence, 24 h; further: potency means the concentration at half of the fitted maximal effect; % of control where 0% means no effect; nearly all actives have a fitted effect of over 65% in size
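Luminescent ARE reporter assay in AREc32_Fluc cells: overnight plating at 37 deg C, 24 hr compound incubation, Steady-Glo added, 30 min RT before reading.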
A549 tox = Nrf2 qHTS screen for inhibitors: counterscreen for cytotoxicity; 0.16% of 390,000 active; A549 ARE-Fluc cells, CellTiter-Fluor viability, 18-24 h; Potency, µM (titrated, usually from 46 µM), without a hit: at the highest dose activity change, negative = cytotoxicity, hits mostly inhibitors; further: potency means the concentration at half of the fitted maximal effect; on the % scale 0 is the no-effect control and ±100 the full control effect
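Cytotoxicity counterscreen: CellTiter-Fluor fluorescence was measured in A549 ARE_Fluc cells after 18-24 h of compound exposure in a concentration series. The subsequent BugLite luminescent read reports ARE-luciferase activity.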
Abeta yeast res = qHTS for compounds that reverse cellular toxicity of Amyloid beta (A-beta) peptide in yeast: Primary Screen. AID 1347071, 2019. yeast expressing A-beta42, growth rescue, OD600, 48 h; response scale: 0% DMSO, 100% iron-clioquinol control. 0.063% of 410,000 active. Potency, µM (titrated, usually from 46.1 µM), for inactives: top-dose growth rescue, most hits filed as activators; further: potency means the concentration at half of the fitted maximal effect; nearly all actives have a fitted effect of over 55% in size
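Yeast A-beta toxicity model in growth medium with pinned compounds, 48 h at 30 C; growth read as absorbance at 600 nm. Normalized to FeCl3/clioquinol equimolar mix (positive) and DMSO (negative).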
pAkt inh = HTS Assay for Inhibitors of Akt Phophorylation: Primary Screen | Neuro2A IGF-stimulated pAkt S473 HTRF, 20 min; stronger effect = lower value | activity change, % for hits at 50 µM | 0.32% of 360,000 active; in the data active means activity change below about -80%; inconclusive means mostly about -51% to -80%; further: on the % scale 0 is the no-effect control and ±100 the full control effect
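Single-point screen (50 µM final compound) in Neuro2A cells stimulated 20 min with 6 nM IGF at 37 deg C. After lysis, Ser473-phosphorylated Akt read by HTRF (ex 330 nm, em 615/665 nm) as the 665/615 ratio.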
* hit, by the source's call; i = inactive; ? = inconclusive; . = no result given; [ ] = remark or other dose. Unless noted, the call rests on the fitted dose curve; in most records, active means well fitted curve in the direction sought with a large enough effect; inconclusive means small, poorly fitted or top-dose-only effect, or another doubt; inactive means no such curve, though single readings can be large; an effect the other way counts as inactive or inconclusive.

Second line of a record – CCT chaperon mod | HepG2 viability | TGFb SMAD3 inh | MmCpn inh | Nrf2 block | Nrf2 activator | A549 tox | Abeta yeast res | pAkt inh
1) Cn1c(=O)c([N+](=O)[O-])c(NCC2CCCO2)c2ccccc21 (stereo not given)
  0.4 | 8% | -9% | 1% | -1% | 0.5% | -10% | 11% | i
2) Cc1cccc(CNC(=O)C2CCN(c3nc4ccc(Cl)cc4[nH]3)CC2)c1
  . | -26% | -19% | . | . | 6.3% | -1% | 0% | .
3) NNC(=O)c1csc(-c2ccccc2)n1
  -1.7 | -15% | 3% | 0% | -5% | 3.6% | -12% | -2% | i
4) Cc1ccc(C)c(N2CCN(CC3CC=CCC3)CC2)c1 (stereo not given)
  0.3 | -6% | ? | 2% | -37% | -0.6% | -15% | 18% | i
5) O=C(CNC(=O)c1cccnc1)N/N=C/c1cccnc1
  -0.3 | -8% | 0% | 1% | -4% | -0.1% | 0% | 0% | i
6) CS(=O)(=O)c1ccccc1C(=O)Nc1ccc(S(=O)(=O)N2CCCC2)cc1
  -2.9 | 2% | -1% | -1% | -2% | 2.8% | -1% | ? | i
7) CNC(CC(=O)c1ccc([N+](=O)[O-])cc1)C(Cl)(Cl)Cl (stereo not given)
  -2.2 | 10µM* | 3.2µM* | -3% | ? | -0.5%[9.22 µM] | -7% | -93%[inhibitor] | i
8) COc1ccccc1NC(=O)c1cccc(S(=O)(=O)N2CCN(Cc3ccccc3)CC2)c1
  -0.9 | 3% | -3% | -5% | ? | -0.7% | -3% | -3% | i
9) O=C(Nc1ccccc1Cl)N1CCN(c2ncccn2)CC1
  -1.2 | 20% | 20% | 2% | -17% | 0.4% | -2% | 3% | i
10) CCCCCCCNC(=O)c1cc(-c2ccncc2)nc2ccccc12
  -0.9 | -11% | 8% | -1% | 1% | -0.5% | 6% | 7% | i
11) Cc1ccc(/C([O-])=C(/C(=S)NCc2ccc3c(c2)OCO3)[n+]2ccc(N(C)C)cc2)c(C)c1
  -2.7 | 0% | 0% | -5% | 25% | 0.1% | -2% | -9% | i
12) COc1ccc2c(c1)C(c1ccc(N3CCOCC3)cc1)=NNC(c1cccnc1)=N2
  0.2 | -14% | 7% | -3% | -27% | 4.9% | 1% | -2% | i
13) C=C(C)c1cccc(C(C)(C)NC(=O)NC2CCCC2)c1
  -1.4 | 4% | -2% | 4% | -10% | 0.0% | -2% | 8% | i
14) O=C(Nc1cn(-c2ccccc2)nc1-c1ccc(Cl)cc1)c1ccccc1
  -0.7 | 1% | 5% | -5% | 0% | 0.1% | -2% | 4% | i
15) CC(Oc1ccc(Cl)cc1Cl)c1ccn[nH]1 (stereo not given)
  -2.9 | 1% | -19% | 1% | -10% | 0.3% | 0% | 2% | i
16) CCN(CC)CCCNC(=O)C1c2ccccc2C(=O)N(CCOC)C1c1ccc(F)cc1 (stereo not given)
  0.1 | -14% | -29% | -2% | 4% | -0.7% | -2% | 10% | i
17) CCCCNC(=O)COC(=O)CCC(=O)c1ccc(Cl)cc1
  -1.1 | 11% | 1% | -1% | -13% | -0.7% | 5% | -14% | i
18) C[n+]1ccc(C(=O)NCCC[N+](C)(C)C)cc1/C=N/O
  -1.3 | 0% | ? | 1% | 15% | 0.3% | 0% | -12% | i
19) COc1ccccc1N=Nc1ccc(O)c2ncccc12
  -1.4 | -10% | ? | -4% | -26% | ? | -15% | -63%[inhibitor] | i
20) Cc1ccc2c(c1)N(CCCC(=O)NCc1ccc3c(c1)OCO3)C(=O)CO2
  -3.3 | -3% | -11% | 2% | -9% | -1.3% | 0% | -4% | i
21) O=C(NCC(c1cccnc1)N1CCN(c2ccccc2F)CC1)C(=O)Nc1ccc(F)cc1F (stereo not given)
  . | -24% | ? | . | 7% | 0.8% | -5% | 25% | .
22) Cc1cc(C)n(S(=O)(=O)c2ccccc2[N+](=O)[O-])n1
  0.1 | -2% | -5% | ? | -3% | 8.3%[9.22 µM] | -4% | -2% | i
23) CCCCN(C(=O)CNC(=O)c1cccs1)C(C(=O)NC1CCCC1)c1ccncc1 (stereo not given)
  -1.5 | 7% | 24% | 1% | -13% | 0.4% | -8% | -3% | i
24) COc1ccc(C)cc1NC(=O)Cn1c(=O)oc2ccccc21
  0.4 | -4% | -2% | -2% | ? | 0.9% | 2% | -2% | i
25) CNC(=O)C(C#N)(Cc1cc(C(C)=O)ccc1OC)Cc1cc(C(C)=O)ccc1OC
  -5.3 | -16% | -1% | 2% | 2% | -0.7% | 2% | -3% | i
26) C=CCOc1cccc(C2C(C(=O)c3ccco3)=C(O)C(=O)N2Cc2ccco2)c1 (stereo not given)
  -8.1 | -8% | -1% | -11% | 2% | 0.3% | -1% | -24% | i
27) CC(=O)N=c1sccn1CC(O)c1ccc(Br)cc1 (stereo not given)
  0.0 | -9% | 10% | 2% | 2% | -0.5% | 2% | -3% | i
28) Cc1ccc(S(=O)(=O)N(CC(=O)Nc2cccc(C(F)(F)F)c2)C(=O)N2CCN(C)CC2)cc1
  -2.1 | 4% | 36%[activator] | 0% | 3% | -0.8% | 3% | -9% | i
29) O=C(c1ccccc1)C(C(=O)N1CCc2ccccc2C1)n1ccccc1=O (stereo not given)
  1.1 | 4% | -4% | 0% | 1% | 0.2% | -7% | 2% | i
30) O=C(NCCCCc1ccccc1)c1cccc([N+](=O)[O-])c1
  0.9 | -23% | -18% | 1% | -13% | -0.1% | 16% | 19% | i
31) COCCNc1nc2cc(-c3ccc(C)cc3)sc2c(=O)n1C
  0.0 | 0% | -21% | . | . | 3.1% | . | 4% | i
32) O=C(O)C(c1ccccc1)N1C(=O)/C(=C\c2ccc(-c3ccccc3Cl)o2)SC1=S (stereo not given)
  -1.8 | -17% | -2% | 1% | 5% | -1.0% | -17% | -14% | i
33) Cc1ccnc(N2C(=O)c3ccccc3C2Nc2ccccc2Cl)c1 (stereo not given)
  -1.7 | -15% | -11% | -4% | ? | 1.1% | 14% | -19% | i
34) C[C@@H]1C(=O)N(S(=O)(=O)c2ccc([N+](=O)[O-])cc2)[C@H]1c1ccccc1
  . | 6% | 2% | . | 0% | . | 5% | . | .
35) O=C(N/N=C/C=C\c1ccccc1[N+](=O)[O-])c1cc(-c2ccccc2)nc2ccccc12
  -3.7 | -23% | -26% | 2% | -14% | 5.1% | 8% | 11% | i
36) CCOC(=O)N1CCN(C(=O)c2ccccc2Oc2ccccc2)CC1
  1.7 | 10% | 7% | 1% | . | -0.5% | -16% | 0% | i
37) Nc1cc(Cl)c(N)cc1Cl
  -1.2 | -16% | 2% | -2% | 2% | 0.4% | 3% | -6% | i
38) O=C(Cn1cnc2c(nnn2Cc2ccc(F)cc2)c1=O)NCC1CCCO1 (stereo not given)
  -2.2 | -8% | 0% | 1% | 8% | -0.5% | 11% | 6% | i
39) CN(C)N=Nc1ccc(S(=O)(=O)/N=C(\O)c2ccccc2)cc1
  0.0 | -1% | 1% | -1% | 6% | -0.4% | 1% | -49%[inhibitor] | i
40) CCOc1ccccc1NC(=O)N1CCCC1C(=O)NCc1cccs1 (stereo not given)
  -0.7 | 2% | 20% | -7% | -5% | -0.5% | 1% | 1% | i
41) O=C(CN(C(=O)c1csnn1)c1ccc(Br)cc1)NC1CCCC1
  -0.1 | -34% | -18% | -1% | ? | -0.1% | 4% | -9% | i
42) CC1=C([N+](=O)[O-])C(c2ccc(Cl)cc2)NC(=O)N1C (stereo not given)
  -0.6 | -20% | 0% | -1% | 30% | 0.1% | -4% | -32% | i

Single records (already shown). Order of values: CCT chaperon mod, HepG2 viability, TGFb SMAD3 inh, MmCpn inh, Nrf2 block, Nrf2 activator, A549 tox, Abeta yeast res, pAkt inh
`CC(Oc1ccc(Cl)cc1Cl)c1ccn[nH]1` (stereo not given) is entered as -2.9, 1%, -19%, 1%, -10%, 0.3%, 0%, 2%, i
`O=C(c1ccccc1)C(C(=O)N1CCc2ccccc2C1)n1ccccc1=O` (stereo not given) is entered as 1.1, 4%, -4%, 0%, 1%, 0.2%, -7%, 2%, i

Sorted by formula weight (smallest number first): 3 of the compounds above.
Second line of a record – CCT chaperon mod | HepG2 viability | TGFb SMAD3 inh | MmCpn inh | Nrf2 block | Nrf2 activator | A549 tox | Abeta yeast res | pAkt inh
39) CN(C)N=Nc1ccc(S(=O)(=O)/N=C(\O)c2ccccc2)cc1
  0.0 | -1% | 1% | -1% | 6% | -0.4% | 1% | -49%[inhibitor] | i
38) O=C(Cn1cnc2c(nnn2Cc2ccc(F)cc2)c1=O)NCC1CCCO1 (stereo not given)
  -2.2 | -8% | 0% | 1% | 8% | -0.5% | 11% | 6% | i
41) O=C(CN(C(=O)c1csnn1)c1ccc(Br)cc1)NC1CCCC1
  -0.1 | -34% | -18% | -1% | ? | -0.1% | 4% | -9% | i
